Tau fibril FP: qHTS for Inhibitors of Tau Fibril Formation, Fluorescence Polarization. K18 P301L tau heparin fibrillization, Alexa594 FP, 6 h. Potency, µM (titrated, usually from 57.7 µM), without a hit: at the highest dose activity, negative = inhibition, usual class: inhibitors. actives 0.39% (n = 280,000). AID 1468, 2008; also: % is scaled to controls: 0 for no effect and ±100 for the full control effect; nearly all actives have a fitted effect of over 55% in size
Target sequence (P10636 561-689 P618L limits assumed): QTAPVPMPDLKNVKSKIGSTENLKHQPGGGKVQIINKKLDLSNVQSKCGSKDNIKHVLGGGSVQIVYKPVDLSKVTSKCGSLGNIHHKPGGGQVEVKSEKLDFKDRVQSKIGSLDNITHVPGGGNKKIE
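Quantitative HTS format: compounds meet 15 uM recombinant K18 P301L tau and Alexa 594-tau tracer in 100 mM sodium acetate pH 7; 20 uM heparin triggers fibrillization at 37 C over 6 hr; FP gives the signal.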
Tau ThT inhib: qHTS for Inhibitors of Tau Fibril Formation, Thioflavin T Binding; actives 2.1% (n = 270,000); Potency, µM (top dose mostly 57.4 µM), inactives show at the highest dose activity, negative = inhibition, most hits filed as inhibitors; recombinant tau K18 P301L, heparin-induced fibrillization, ThT fluorescence; also: % is scaled to controls: 0 for no effect and ±100 for the full control effect; nearly all actives have a fitted effect of over 55% in size
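Recombinant human tau K18 fragment […] carrying P301L, 15 uM unlabeled plus 0.24 uM Alexa 594-labeled, was fibrillized with 20 uM heparin in 100 mM sodium acetate pH 7 for 6 hr at 37 C; 30 uM ThT fluorescence read after 1 hr.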
GAA spleen mod: qHTS Assay for Inhibitors and Activators of Human alpha-Glucosidase From Spleen Homogenate; Lysosomal alpha-glucosidase (Homo sapiens), P10253; human spleen homogenate, 4-MU-alpha-glucoside fluorescence; Potency, µM (highest dose often 79.9 µM), inactives show at the top dose activity change, negative = inhibition, actives largely listed as inhibitors; actives 0.006% (n = 240,000); AID 2112, 2009;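 also: 0% = enzyme with vehicle and -100% = no enzyme basal signal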
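Human spleen homogenate (1 ug) incubated with compounds and 1 mM 4-methylumbelliferyl-alpha-D-glucopyranoside in pH 5.0 citrate/phosphate buffer, 37 C, 40 min. Stopped at pH 10; 4-MU fluorescence (Ex 365/Em 440 nm); AC50 by Hill fit.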
aGal spleen mod: qHTS Assay for Inhibitors and Activators of Human alpha-Galactosidase From Spleen Homogenate. Alpha-galactosidase A (Homo sapiens), P06280. human spleen homogenate, 4MU-alpha-Gal fluorescence, 40 min. Potency, µM (titrated, usually from 80 µM), for the others: top-dose activity change, negative = inhibition, most hits filed as inhibitors. actives 0.008% (n = 240,000);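 also: 0% = enzyme with vehicle and -100% = no enzyme basal signal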
Target sequence (P06280 32-429 limits assumed): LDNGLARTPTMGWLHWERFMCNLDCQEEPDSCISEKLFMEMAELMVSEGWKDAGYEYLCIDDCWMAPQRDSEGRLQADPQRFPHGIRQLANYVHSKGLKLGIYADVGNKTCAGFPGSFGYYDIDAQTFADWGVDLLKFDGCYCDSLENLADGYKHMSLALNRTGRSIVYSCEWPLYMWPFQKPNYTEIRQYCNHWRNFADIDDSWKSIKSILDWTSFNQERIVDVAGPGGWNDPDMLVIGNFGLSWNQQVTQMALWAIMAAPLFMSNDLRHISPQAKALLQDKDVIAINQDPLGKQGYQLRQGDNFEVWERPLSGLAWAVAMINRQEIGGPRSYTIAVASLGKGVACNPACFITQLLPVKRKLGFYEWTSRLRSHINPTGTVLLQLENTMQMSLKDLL
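Inhibition or activation of alpha-galactosidase in human spleen homogenate is scored by 4-MU fluorescence after 40 min at 37C, pH 5.0, with 1 mM substrate. AC50s come from concentration-response fitted to the Hill equation.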
HTT cytoprotect: qHTS Multiplex Assay to Identify Dual Action Probes in a Cell Model of Huntington: Cytoprotection (ATP); actives 0.14% (n = 230,000); PC12 HTT-Q103 induced, cytoprotection, ATP luminescence, 40 h; Potency, µM (titrated, usually from 56.4 µM), for inactives: cytoprotection (ATP increase), usual class: activators;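 also: % of control where 0% means no effect; nearly all actives have a fitted effect of over 45% in size; toxic huntingtin expression switched on by the ecdysone agonist tebufenozide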
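Stable PC12 Q103-GFP cells in serum-supplemented, phenol red-free DMEM; induction by tebufenozide at 100 nM final; compound dose series; cell viability quantified luminescently from ATP.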
GAA glycogen mod: qHTS Assay for Inhibitors and Activators of Human alpha-Glucosidase Cleavage of Glycogen; recombinant GAA, glycogen substrate, Amplex Red glucose oxidase fluorescence; actives 0.38% (n = 300,000); Potency, µM (doses to about 76.4 µM), for the others: top-dose activity change, negative = inhibition, actives largely listed as inhibitors; AID 2100, 2009;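 also: 0% = full enzyme reaction and -100% = no-enzyme basal signal; the screen sought inhibitors and activators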
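Recombinant human enzyme (4 nM); glycogen substrate; 37 C, 40 min, pH 5.0. Readout: coupled glucose oxidase/Amplex Red fluorescence.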
GAA inh: qHTS Assay for Inhibitors of Human alpha-Glucosidase as a Potential Chaperone Treatment of Pompe Disease. Lysosomal alpha-glucosidase (Homo sapiens), P10253. purified human GAA, 4-MU-alpha-glucoside fluorescence. Potency, µM (highest dose often 76.9 µM), without a hit: at the highest dose activity change, negative = inhibition, actives largely listed as inhibitors. actives 0.005% (n = 200,000);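 also: plate controls were uninhibited enzyme wells for no effect and no-enzyme background for full effect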
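Endpoint fluorogenic read: 20 min room-temperature reaction of 4 nM human alpha-glucosidase with 400 uM 4-methylumbelliferyl-alpha-D-pyranoside, pH 5.0, quenched with 1M NaOH/1M glycine pH 10. AC50 from Hill modeling.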
Tau fluor cs: Counterscreen qHTS for Inhibitors of Tau Fibril Formation, Fluorescence Polarization. actives 0.93% (n = 280,000). tau K18 P301L Alexa594 fluorescence, heparin fibrillization. Potency, µM (series often up to 57.7 µM), without a hit: at the top dose activity change, negative = decrease; also: % is scaled to controls: 0 for no effect and ±100 for the full control effect; nearly all actives have a fitted effect of over 55% in size
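Human tau K18 P301L (15 uM unlabeled, 0.24 uM Alexa 594-labeled) in 100 mM sodium acetate pH 7 with 20 uM heparin, 6 hr at 37 C. ThT 30 uM added, 1 hr ambient; Alexa 594 FP and total fluorescence read at 555/632 nm.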
The depositor's hits bear a star; ? = inconclusive; . = no result given; & = joins results of further samples; [ ] = remark or other dose. Calls follow the shape of the dose curve; as a rule, active = well fitted curve in the direction sought with a large enough effect; inconclusive = small, poorly fitted or top-dose-only effect, or another doubt; inactive = no such curve, though single readings can be large; an effect the other way counts as inactive or inconclusive. Potency is read from the fitted curve at half-maximal effect. The order is random (roughly 3.3% active in at least one column).

cpd	structure	aGal spleen mod	Tau fibril FP	Tau fluor cs	HTT cytoprotect
1	CCc1nnc(SCc2ccc(OC)c(Br)c2)n1N	-1%	1%	3%	3%
2	C=CCNC(=O)NC(=O)COC(=O)c1ccccc1Sc1ccc(C(F)(F)F)cc1[N+](=O)[O-]	1%	-1%	-29%	6%[10 µM]
3	O=C(COC(=O)c1cc(Br)ccc1Cl)NC1CC1	4%	3%	0%	15%[10 µM]
4	COC(=O)CC1C(=O)NC(C)=C1C(=O)OC (configuration not stated)	0%	2%	1%	1%[10 µM]
5	Cc1ccc2c(CNCc3ccc(C)o3)c(C(=O)O)n(Cc3ccc(F)cc3)c2c1	.	9%	-7%	.
6	CC(C)Oc1ccc(C(=O)OC(C)C(=O)Nc2nc(-c3cccc([N+](=O)[O-])c3)cs2)cc1 (configuration not stated)	-3%	4%	-20%	0%[10 µM]
7	CCC(C)C(NC(=O)C(N)CC(C)C)C(=O)NC(CCC(=O)OCc1ccccc1)C(N)=O (configuration not stated)	1%	2%	-4%	12%
8	O=c1c2ccccc2c(-c2n[nH]c(=S)o2)nn1Cc1ccccc1	0%	7%	1%	.
9	Cc1ccc(NC(=S)NCc2ccc3[nH]c4c(c3c2)CCCC4)cc1	7%	2%	-4%	.
10	CCOc1ccc(Nc2oc(-c3ccco3)nc2C#N)cc1	-3%	5%	?	-34%
11	C(=N\N=C\c1cccnc1)/c1cccnc1	0%	-12%	1%	15%[0.074 µM]
12	O=C(NCc1cccs1)c1cccn2c(=O)c3sccc3nc12	3%	-4%	-1%	20%

cpd	Tau ThT inhib	GAA inh	GAA glycogen mod	GAA spleen mod
1	4%	-21%	10%	0%
2	1%	-2%	-2%	2%
3	-2%	-3%	-8%	11%
4	0%	.	?	2%
5	-4%	.	4%[76.3 µM]	.
6	?	1%	1%	-14%
7	-7%	-7%	-2%	1%
8	0%	-2%	-15%	-4%
9	4%	-4%	?	8%
10	?	-3%	35µM*	-7%
11	-2%	-3%	6%	-10%
12	3%	-1%	-1%	-12%

Later entries.
cpd	structure	aGal spleen mod	Tau fibril FP	Tau fluor cs	HTT cytoprotect
13	CCOc1ccc2nc(NC(=O)C3CCCO3)sc2c1 (configuration not stated)	-4%	-12%[2.34 µM]	-10%	-28%[10 µM]
14	CCCNC(=O)NC(=O)COC(=O)/C=C/c1cc(Br)ccc1F	5%	-9%	-14%	-4%
15	COC(=O)[C@@H]1C[C@H]1[C@@H](NC(=O)c1cc(C)nn1C)c1ccccc1	0%	7%	3%	-48%[inhibitor]
16	Cc1cc(-c2nnc(CCC(=O)NC(C)c3cccc4ccccc34)o2)no1 (configuration not stated)	7%	-1%	6%	?
17	CCCCCC(=O)N1CC2(CC(c3cccc(NC(=O)CC(c4ccccc4)c4ccccc4)c3)=NO2)C[C@@H]1C(N)=O (some centres not stated)	1%	4%	-22%	-5%[10 µM]
18	COc1ccc(N2CCN(CCCNS(=O)(=O)c3ccc4c(c3)oc(=O)n4C)CC2)cc1	7%	-3%	-15%	-19%
19	COc1cc(CC(C#N)(CO)c2nc3ccccc3[nH]2)ccc1OC(F)F (configuration not stated)	-10%	-2%	6%	1%[10 µM]
20	COc1ccc(OC)c(C(c2nnnn2Cc2ccccc2)N2CCC(C(N)=O)CC2)c1 (configuration not stated)	-7%	3%	4%	0%
21	S=c1nc(-c2ccco2)[nH][nH]1	-4%	-2%	-10%	-12%[10 µM]
22	Cc1cccc(CNC(=O)c2ccc(NC(=O)N3CCSc4ccccc43)cc2)c1	.	?	-27%	.
23	COc1cc(/C=C/C(=O)N(C)c2ccccc2C(=O)O)cc(OC)c1OC	-4%	-3%	2%	13%
24	O=C(O)CCCC(=O)Nc1ccn(-c2ccccc2)n1	-16%	-6%	0%	9%

cpd	Tau ThT inhib	GAA inh	GAA glycogen mod	GAA spleen mod
13	-5%	?	8%	3%
14	-10%	-1%	2%	-8%
15	4%	.	.	18%
16	1%	3%	-5%	5%
17	-13%	.	-6%	5%
18	-17%	0%[15.4 µM]	-9%	8%
19	5%	3%	11%	-1%
20	5%	-11%	2%	-4%
21	-7%	1%	?	-2%
22	3%	.	-25%[76.3 µM]	.
23	-5%	-2%	3%	-8%
24	1%	0%	7%	-1%

The listing continues.
cpd	structure	aGal spleen mod	Tau fibril FP	Tau fluor cs	HTT cytoprotect
25	COc1cc2c(C(=O)N3CCN(c4cccc(Cl)c4)CC3)cn(C)c(=O)c2cc1OC	6%	-3%&2%	-16%&-17%	-24%[10 µM]
26	NC(=O)C1CCCN(C(=S)NCc2ccc3c(c2)OCO3)C1 (configuration not stated)	-1%	7%	4%	-24%
27	CCOC(=O)c1c(NC(=O)c2nc(S(C)(=O)=O)ncc2Cl)sc(C(C)=O)c1C	.	?	?	.
28	O=C(COc1ccc2ccccc2c1)N/N=C/C1CC=CCC1 (configuration not stated)	5%	0%	3%	.
29	CCOC(=O)c1ccc(N2CCN(c3ccccc3F)CC2)c(NC(=O)Nc2cccc(OC)c2)c1	2%	?	?	-17%[10 µM]
30	C/C(=N\NC(=O)Cc1ccccc1)c1cccs1	-6%	4%	0%	-2%
31	COc1ccc(-c2noc(-c3ccc(N4CCN(c5ccccc5OC)CC4)c([N+](=O)[O-])c3)n2)cc1	.	-12%	-10%	.
32	Cc1cccc(C)c1NC(=O)CN(C)C(=O)C(c1ccccc1)c1ccccc1	-5%	-11%	5%	-6%[10 µM]
33	Cc1nnc(NC(=O)c2ccco2)s1	-3%	7%	-1%	25%[10 µM]
34	O=C(Nc1ccc(Oc2ccc(NC(=O)Nc3ccccc3Cl)cc2)cc1)Nc1ccccc1Cl	-11%	-5%	?	-1%[10 µM]
35	COC(=O)C(C)N(C#N)c1nc(C)cc(C)n1 (configuration not stated)	-24%	-10%	-5%	16%
36	CC(=O)NC(CCS(C)(=O)=O)C(=O)Nc1ccc(Oc2ccccc2)cc1 (configuration not stated)	3%	-4%	0%	5%[10 µM]

cpd	Tau ThT inhib	GAA inh	GAA glycogen mod	GAA spleen mod
25	-7%&-7%	-5%	-1%[76.3 µM]	-5%
26	5%	-1%	1%	.
27	22µM*	.	-3%[76.3 µM]	.
28	?	-10%	11%	11%
29	-10%	-3%	-15%	4%
30	-3%	-10%	0%	-7%
31	-9%	.	7%[76.3 µM]	.
32	8%	5%	5%	-2%
33	-3%	1%	1%	-7%
34	17%	2%	4%	-4%
35	-2%	9%	1%	1%
36	-4%	-2%	1%	-10%

Entries listed so far containing a thiophene ring, fused or not (three):
cpd	structure	aGal spleen mod	Tau fibril FP	Tau fluor cs	HTT cytoprotect
12	O=C(NCc1cccs1)c1cccn2c(=O)c3sccc3nc12	3%	-4%	-1%	20%
27	CCOC(=O)c1c(NC(=O)c2nc(S(C)(=O)=O)ncc2Cl)sc(C(C)=O)c1C	.	?	?	.
30	C/C(=N\NC(=O)Cc1ccccc1)c1cccs1	-6%	4%	0%	-2%

cpd	Tau ThT inhib	GAA inh	GAA glycogen mod	GAA spleen mod
12	3%	-1%	-1%	-12%
27	22µM*	.	-3%[76.3 µM]	.
30	-3%	-10%	0%	-7%

New compounds follow
cpd	structure	aGal spleen mod	Tau fibril FP	Tau fluor cs	HTT cytoprotect
37	CC1(C)O[C@@H]2[C@@H](CO[C@@]3(COS(N)(=O)=O)OC(C)(C)O[C@@H]23)O1	-7%	-1%	4%	.
38	COc1cc2c(cc1OC)CN(C(=O)C(C)(C)C)CC2	-18%	3%	-8%	-35%
39	O=C(CN1C(=O)CSC1=O)Nc1ccc(C(=O)O)cc1	5%	1%	-3%	19%
40	O=[N+]([O-])c1cc(S(=O)(=O)C(F)(F)F)ccc1Sc1nc2ccccc2[nH]1	-1%	-14%	13µM*[quencher]	-103%[inhibitor]
41	CCCSC(=S)NC1CCS(=O)(=O)C1 (configuration not stated)	-4%	-6%	-8%	-48%[inhibitor]
42	OCCN(CCO)c1ncnc2c1sc1nc(N3CCOCC3)c3c(c12)CCCC3	7%	4%	4%	-57%[inhibitor]
43	CCOc1ccc(OCCSc2nc3ccccc3c(=O)[nH]2)cc1	2%	-17%	-17%	-3%
44	CCOc1cc(/C=N/O)ccc1OCc1ccc(C)cc1	-4%	-5%	-13%	33%[10 µM]

cpd	Tau ThT inhib	GAA inh	GAA glycogen mod	GAA spleen mod
37	-8%	1%[15.4 µM]	12%	-4%
38	-8%	-8%	10%	-11%
39	-1%	-11%	-1%	2%
40	25µM*	-10%	1%	-1%
41	-14%	2%	1%	-4%
42	-13%	-2%	-12%	-2%
43	-15%	4%	0%	3%
44	-10%	?	0%	-4%

One compound at a time, from the list above:
`CCOC(=O)c1ccc(N2CCN(c3ccccc3F)CC2)c(NC(=O)Nc2cccc(OC)c2)c1` is listed with aGal spleen mod = 2%; Tau fibril FP = ?; Tau fluor cs = ?; HTT cytoprotect = -17%[10 µM]; Tau ThT inhib = -10%; GAA inh = -3%; GAA glycogen mod = -15%; GAA spleen mod = 4%
`CCC(C)C(NC(=O)C(N)CC(C)C)C(=O)NC(CCC(=O)OCc1ccccc1)C(N)=O` (configuration not stated) is listed with aGal spleen mod = 1%; Tau fibril FP = 2%; Tau fluor cs = -4%; HTT cytoprotect = 12%; Tau ThT inhib = -7%; GAA inh = -7%; GAA glycogen mod = -2%; GAA spleen mod = 1%

Compound activity as filed in PubChem BioAssay.
